# Source: PubChem (National Center for Advancing Translational Sciences (NCATS))
# APEX1 inh – inhibitors of human APE1 endonuclease; 350,000 compounds, 0.35% hits; P27695; recombinant APE1, TAMRA/BHQ-2 abasic DNA cleavage fluorescence; AID 2517; Potency, µM (series often up to 65.8 µM), inactives show at the highest dose activity change, negative = inhibition, actives largely listed as inhibitors;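 note: potency is the fitted concentration of half-maximal effect; plate controls were vehicle for no effect and reference inhibitor for full effect; nearly all actives have a fitted effect of over 55% in size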
# Target sequence (P27695 whole entry, looked up): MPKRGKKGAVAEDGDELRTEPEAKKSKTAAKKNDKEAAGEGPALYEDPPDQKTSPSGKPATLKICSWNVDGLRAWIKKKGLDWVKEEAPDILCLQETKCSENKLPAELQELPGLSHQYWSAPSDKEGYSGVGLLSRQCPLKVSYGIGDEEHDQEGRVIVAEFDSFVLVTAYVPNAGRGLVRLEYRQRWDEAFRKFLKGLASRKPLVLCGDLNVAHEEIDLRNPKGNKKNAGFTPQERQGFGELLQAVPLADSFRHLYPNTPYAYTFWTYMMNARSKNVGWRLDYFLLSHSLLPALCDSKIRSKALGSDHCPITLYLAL
#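 Activity was derived from the fluorescence gain between first and third kinetic reads (60 s intervals, ex 525/em 598 nm) after 50 nM THF-abasic TAMRA/BHQ-2 duplex was added to 0.75 nM APE1 preincubated 15 min with compound.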
# Anesthetic bind – binds horse apoferritin like a general anesthetic | 350,000 compounds, 0.074% hits | AID 485281 | Potency, µM (highest dose often 77.5 µM), inactives show top-dose activity change, negative = displacement, usual class: inhibitors | P02791 | apoferritin/1-aminoanthracene competitive binding, fluorescence; note: potency is the fitted concentration of half-maximal effect; % is set by controls: 0 for no effect and ±100 for the full control effect; nearly all actives have a fitted effect of over 20% in size
#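 Steps: apoferritin (10 uM) was premixed with half-saturated 1-AMA in PBS, compounds were pin-transferred, plates stood 10 min at room temperature, fluorescence was read at 380/535 nm, and curves were fitted with a Hill equation.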
# GRP78 ERSR act – inducers of ER stress response in human glioma cells | AID 602332 | Potency, µM, for the others: at the top dose activation, actives largely listed as activators | 420,000 compounds, 0.02% hits | U87-MG GRP78 promoter luciferase reporter, 16 h; note: potency is the fitted concentration of half-maximal effect; series mostly up to about 76 µM; % of control where 0% means no effect; nearly all actives have a fitted effect of over 35% in size
#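 ERSR induction read as luciferase luminescence (Bright-Glo, 10 min at room temperature) in stably transfected human U87-MG glioma cells exposed to compounds for 16 h, using GRP78 as sensor.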
# Pol beta inh – inhibitors of human DNA polymerase beta. P06746. Pol beta primer extension/strand displacement, fluorescence kinetic. Potency, µM (titrated, usually from 114 µM), without a hit: at the top dose activity change, negative = inhibition, most hits filed as inhibitors. 340,000 compounds, 1.3% hits. AID 485314; note: potency is the fitted concentration of half-maximal effect; % is set by controls: 0 for no effect and ±100 for the full control effect
#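 10 nM enzyme + cpd, 15 min RT; start with substrate 50 nM final; read 0 min and after 10 min RT. Corrected, normalized data; 4-parameter Hill curve fit.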
# LDHA inh – blocks human lactate dehydrogenase A; P00338; purified LDHA, NADH/diaphorase-resazurin fluorescence; hits give low values; activity change, % (values are at about 110 or 230 µM); 480,000 compounds, 0.15% hits; AID 1347041; in the data active = activity change below about -30%; inconclusive = mostly about -25% to -30%;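 note: plate controls were DMSO wells for no effect and wells without enzyme for full effect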
#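 Enzyme activity of human lactate dehydrogenase 5 (2 nM; 0.06 mM NADH, 0.2 mM pyruvate, 5 min, RT) is measured via a resazurin/diaphorase fluorescence readout of residual NADH.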
# BLM inh – Bloom syndrome helicase (human) inhibition | P54132 | recombinant BLM DNA unwinding, fluorescence dequenching | Potency, µM (highest dose often 56.1 µM), for inactives: at the top dose activity change, negative = inhibition, actives largely listed as inhibitors | 350,000 compounds, 0.2% hits;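 note: potency is the fitted concentration of half-maximal effect; plate controls were vehicle for no effect and no enzyme for full effect; nearly all actives have a fitted effect of over 35% in size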
# Pol kappa inh – DNA polymerase kappa (human) inhibition; purified Pol kappa, fluorescent DNA synthesis assay, 10 min; Potency, µM (top dose mostly 107 µM), for the others: at the top dose activity, negative = inhibition, hits mostly inhibitors; 400,000 compounds, 0.53% hits; note: potency is the fitted concentration of half-maximal effect; % is set by controls: 0 for no effect and ±100 for the full control effect
#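 First, compounds were pin-transferred onto 10 nM Pol kappa. After 15 min at room temperature, substrate was added to 50 nM final. Fluorescence was then measured kinetically at 0 and 10 min.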
# POLH inh – inhibitors of human DNA polymerase eta. Q9Y253. recombinant Pol eta, fluorescent DNA replication assay. Potency, µM (series often up to 114 µM), without a hit: at the top dose activity change, negative = inhibition, hits mostly inhibitors. 390,000 compounds, 1.2% hits; note: potency is the fitted concentration of half-maximal effect; % is set by controls: 0 for no effect and ±100 for the full control effect
# Target sequence (Q9Y253 whole entry, looked up): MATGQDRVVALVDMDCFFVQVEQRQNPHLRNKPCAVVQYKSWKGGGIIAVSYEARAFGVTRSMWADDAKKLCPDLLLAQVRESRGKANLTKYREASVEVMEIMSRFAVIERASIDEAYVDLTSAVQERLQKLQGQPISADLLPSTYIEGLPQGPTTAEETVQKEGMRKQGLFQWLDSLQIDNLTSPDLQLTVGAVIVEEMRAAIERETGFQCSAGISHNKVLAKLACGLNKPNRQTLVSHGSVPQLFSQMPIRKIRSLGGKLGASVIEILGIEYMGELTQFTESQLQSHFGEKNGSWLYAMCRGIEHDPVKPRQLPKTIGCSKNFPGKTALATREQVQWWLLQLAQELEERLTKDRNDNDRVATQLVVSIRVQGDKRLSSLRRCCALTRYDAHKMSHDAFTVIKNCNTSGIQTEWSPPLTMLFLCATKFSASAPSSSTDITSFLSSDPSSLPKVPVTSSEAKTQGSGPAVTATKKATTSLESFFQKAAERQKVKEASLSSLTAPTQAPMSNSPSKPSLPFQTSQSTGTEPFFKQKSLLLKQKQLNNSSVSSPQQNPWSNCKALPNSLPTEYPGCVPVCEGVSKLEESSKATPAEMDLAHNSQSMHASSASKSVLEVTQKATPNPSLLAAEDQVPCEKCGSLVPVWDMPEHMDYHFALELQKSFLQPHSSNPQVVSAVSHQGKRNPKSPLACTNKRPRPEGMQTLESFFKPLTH
#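 Fluorescent replication assay: 50 nM final substrate added after a 15 min room-temperature compound preincubation with 10 nM enzyme. Signal taken at 0 min and again at 10 min.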
# Pol iota inh – blocks human DNA polymerase iota activity; AID 588590; Q9UNA4; Pol iota fluorescent replication assay, 10 min; 390,000 compounds, 1% hits; Potency, µM (doses to about 115 µM), inactives show at the highest dose activity, negative = inhibition, most hits filed as inhibitors; note: potency is the fitted concentration of half-maximal effect
#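 Fluorescent replication assay read twice, at 0 min and 10 min after adding 50 nM (final) substrate. Enzyme (10 nM) and compounds were first incubated 15 min at room temperature; enzyme-free buffer wells were negative controls.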
# An asterisk follows results filed as active; ? = inconclusive; nt = no result given; & = joins results of further samples; [ ] = dose if it differs, or a comment. Unless noted, calls come from the whole dose curve; as a rule, active = well fitted curve in the direction sought with a large enough effect; inconclusive = small, poorly fitted or top-dose-only effect, or another doubt; inactive = no such curve, though single readings can be large; an effect the other way counts as inactive or inconclusive. The list is partial; the hit share may differ from the screen's.
item | SMILES | APEX1 inh | Anesthetic bind | GRP78 ERSR act | Pol beta inh | LDHA inh
1 | Cc1ccc(C)c(S(=O)(=O)N2CCCOC2CNC(=O)C(=O)NCCc2ccccc2)c1 (stereo unspecified) | 31% | -19% | -1% | 1% | -2
2 | Cc1ccc(C)c(NC(=O)COc2cccc3c2CCN(Cc2ccccc2)C3=O)c1 | 16% | -10% | -3% | 18% | -1
3 | CCC(C)c1ccc(C(CC)NC(=O)C2CCCO2)cc1 (stereo unspecified) | -12% | ? | 0% | 22% | -9
4 | Cc1cc(F)ccc1S(=O)(=O)NCC(c1ccc2c(c1)OCO2)N1CCOCC1 (stereo unspecified) | 13% | nt | -4% | nt | -1
5 | Cc1cc(=O)oc2c3c(cc(OCC(=O)NC(C)C)c12)OC(C)(C)CC3 | 29% | 3% | -9% | 0% | -5
6 | CCc1nc2n[nH]c(N)c2c2c1CSC(C)(C)C2 | 13% | 4% | -7% | 0% | -6
7 | Cn1nnc2cc(C(=O)Nc3ccc(Cl)cc3)ccc21 | -1% | -5% | 1% | -10% | -3
8 | C=CCOc1c(/C=N\NC(N)=O)cccc1OC | -2% | -11% | -4% | 47%[activator] | -7
9 | O=C(O)CCCC(=O)Nc1ccc(C(=O)N2CCCCC2)cc1 | 2% | -4% | -3% | 14% | -5
10 | Cc1c(NC(=O)c2ccc3c(c2)OCO3)cccc1-c1nc2ccccc2s1 | -3% | -13% | 10% | -1% | -4
11 | O=C(Nc1ccc(S(=O)(=O)N2CCCC2)cc1)Nc1ccc(F)cc1F | nt | nt | 6% | nt | -3
12 | CN(Cc1cccnc1)Cc1cn(Cc2ccccc2)nc1-c1ccc2c(c1)OCO2 | 0% | -7% | -1% | 13% | -5
13 | Cc1ccc(/C(O)=C2/C(=O)C(=O)N(c3ccccn3)C2c2cccc([N+](=O)[O-])c2)cc1 (stereo unspecified) | -15% | -1% | -2% | 15% | -2
14 | O=[N+]([O-])CC1(n2nc3ccccc3n2)CCCCC1 | 30% | nt | -1% | nt | 0
15 | Cc1c(C(=O)OCc2ccccc2)[nH]c2c1C(=O)CC(c1ccco1)C2 (stereo unspecified) | 25µM* | 6% | 2% | 11µM* | -4

item | BLM inh | Pol kappa inh | POLH inh | Pol iota inh
1 | 0% | -3% | -22% | -11%
2 | 2% | -7% | -21% | 6%
3 | -3% | -7% | -12% | 1%
4 | nt | -13% | 2% | 39%[activator]
5 | -2% | -10% | 4% | 10%
6 | 5% | -16% | 7% | 14%
7 | 0% | 6% | -2% | -17%
8 | -2% | -1% | -2% | ?
9 | 2% | -9%[60.1 µM] | 5% | -15%
10 | -3% | -8% | -8% | 20%
11 | nt | -10% | -13% | -1%
12 | -5% | -14% | -20% | 22%
13 | -4% | -7%[60.1 µM] | -9% | -23%
14 | nt | 8% | -7% | 24%
15 | -24% | ? | 22µM* | -93%

# Continued.
item | SMILES | APEX1 inh | Anesthetic bind | GRP78 ERSR act | Pol beta inh | LDHA inh
16 | O=C(NC1CCCCC1)C(c1cc2c(cc1[N+](=O)[O-])OCO2)N1CCCCC1 (stereo unspecified) | 18% | -8% | nt | 0% | nt
17 | Clc1ccccc1-c1nnc(-c2ccccc2CNc2ccccc2)o1 | nt | 0% | -2% | 6% | -7
18 | CC1CCc2c(sc3nc(SCC(=O)NCc4ccco4)nc(N)c23)C1 (stereo unspecified) | 0% | -24% | 18% | -38% | -1
19 | CCc1nnc(NC(=O)Cc2ccc(OC)c(OC)c2)s1 | 2% | -6% | -6% | -22% | 1
20 | O=C(Nc1cccnc1)/C(N=Nc1c(Cl)cccc1Cl)=C(\O)c1ccccc1 | -4% | 4% | 1% | 1% | -11
21 | COC(=O)c1c(C)nc(C)c(C(=O)OC)c1-c1ccccc1[N+](=O)[O-] | -4% | -7% | 1% | nt | nt
22 | CC(C)NC(=O)C(=O)NCCCOC(C)C | 1% | -6% | 7% | -11% | -4
23 | CCn1nc(C)c(/C=N/NC(=O)c2c[nH]c3ccccc23)c1C | 5% | -7% | 10% | 14% | 0
24 | CC(=O)OC(C)=O | 1%&21% | nt | -2% | nt | -2
25 | CCOc1ccc(-n2ccnc2SCC(=O)N2CCCc3ccccc32)cc1 | 0% | -12% | -4% | -2% | -5
26 | COc1cc(/C=C2/N=C(C3CCCCC3)OC2=O)cc(OC)c1OC | -5% | -15% | -3% | 18% | 0
27 | CSc1cnn(-c2ccccc2)c(=O)c1SC | -5% | -19% | -2% | 2% | 0
28 | N#C/C(=C/c1ccc(F)cc1)C(N)=S | 4% | -8% | -2% | -2% | -5
29 | O=C(NC(=S)NCc1ccccc1)c1ccccc1F | -6% | ? | -1% | -17% | 0
30 | COc1ccc(S(=O)(=O)NCc2cc(-c3ccccc3Cl)no2)cc1 | 0% | -11% | 0% | -14% | -6

item | BLM inh | Pol kappa inh | POLH inh | Pol iota inh
16 | 0% | nt | nt | nt
17 | 0% | -19% | -18% | 8%
18 | -2% | -13% | ? | ?
19 | 3% | -2% | 8% | 18%
20 | -6% | 7% | -5% | -8%
21 | 1% | 15%[60.1 µM] | nt | nt
22 | 1% | -2% | -10% | 19%
23 | -8% | -15% | -23% | 29%
24 | nt | 6% | 3% | 1%
25 | 0% | -13% | -9% | 10%
26 | -4% | -14% | -7% | 12%
27 | 8% | -5% | -5% | -2%
28 | -1% | -16% | 8% | 67%[activator]
29 | -3% | -17% | -3% | 4%
30 | -3% | -17% | 0% | 16%

# An excerpt of these results, with bars between the fields:
No. | mol | APEX1 inh | Anesthetic bind | GRP78 ERSR act | Pol beta inh | LDHA inh | BLM inh | Pol kappa inh | POLH inh | Pol iota inh
17 | Clc1ccccc1-c1nnc(-c2ccccc2CNc2ccccc2)o1 | nt | 0% | -2% | 6% | -7 | 0% | -19% | -18% | 8%
18 | CC1CCc2c(sc3nc(SCC(=O)NCc4ccco4)nc(N)c23)C1 (stereo unspecified) | 0% | -24% | 18% | -38% | -1 | -2% | -13% | ? | ?
19 | CCc1nnc(NC(=O)Cc2ccc(OC)c(OC)c2)s1 | 2% | -6% | -6% | -22% | 1 | 3% | -2% | 8% | 18%
20 | O=C(Nc1cccnc1)/C(N=Nc1c(Cl)cccc1Cl)=C(\O)c1ccccc1 | -4% | 4% | 1% | 1% | -11 | -6% | 7% | -5% | -8%
21 | COC(=O)c1c(C)nc(C)c(C(=O)OC)c1-c1ccccc1[N+](=O)[O-] | -4% | -7% | 1% | nt | nt | 1% | 15%[60.1 µM] | nt | nt
22 | CC(C)NC(=O)C(=O)NCCCOC(C)C | 1% | -6% | 7% | -11% | -4 | 1% | -2% | -10% | 19%
23 | CCn1nc(C)c(/C=N/NC(=O)c2c[nH]c3ccccc23)c1C | 5% | -7% | 10% | 14% | 0 | -8% | -15% | -23% | 29%
24 | CC(=O)OC(C)=O | 1%&21% | nt | -2% | nt | -2 | nt | 6% | 3% | 1%
25 | CCOc1ccc(-n2ccnc2SCC(=O)N2CCCc3ccccc32)cc1 | 0% | -12% | -4% | -2% | -5 | 0% | -13% | -9% | 10%
26 | COc1cc(/C=C2/N=C(C3CCCCC3)OC2=O)cc(OC)c1OC | -5% | -15% | -3% | 18% | 0 | -4% | -14% | -7% | 12%

# New compounds follow:
item | SMILES | APEX1 inh | Anesthetic bind | GRP78 ERSR act | Pol beta inh | LDHA inh
31 | Cc1ccc(OCC(=O)n2nc(C)cc2C)c(Br)c1 | -1% | -3% | -2% | 5% | -6
32 | O=C1CN(Cc2ccccc2)S(=O)(=O)c2ccccc21 | 3% | -15% | -5% | nt | nt
33 | Cc1nc2sc(-c3ccccc3)cc2c(=O)[nH]1 | -1% | -20% | -7% | 2% | 3
34 | CCOC(=O)NCc1ccc(S(=O)(=O)Nc2ccc(C)cc2)cc1 | 1% | -12% | -2% | 28% | 2
35 | CC(=O)c1ccc(NC(=O)C(C)OC(=O)C(C)Oc2cccc(C)c2)cc1 (stereo unspecified) | -10% | 6% | 0% | 2%[57.1 µM] | -8
36 | CCn1nc(C)c(CNCc2cn[nH]c2-c2cc3ccccc3o2)c1C | 1% | 5% | 1% | 26% | -1
37 | CN(CC(=O)Nc1ccc(F)cc1)C(=O)CSc1ccc2c(c1)OCCO2 | 16% | nt | -3% | nt | 2
38 | BrC(=C\c1ccccc1)/C=N/N1CCN(c2ccccn2)CC1 | -10% | -3% | -1% | 9% | -2
39 | C[C@H](CO)N1C[C@H](C)[C@@H](CN(C)Cc2ccc(C(=O)O)cc2)Oc2ccc(NS(C)(=O)=O)cc2C1=O | -2% | nt | -1% | nt | 2
40 | O=C(NCc1nnc2c(C(F)(F)F)cc(Cl)cn12)c1cccs1 | -13% | -4% | -3% | 5% | -3
41 | COc1ccc(Cl)cc1C(=O)NNC(=O)c1cccc([N+](=O)[O-])c1 | -3% | -2% | -4% | 52% | -16
42 | CC(C(=O)Nc1ccccn1)c1ccccc1 (stereo unspecified) | -9% | ? | 4% | ? | -10
43 | COc1ccccc1N1CCN(Cc2cc3c(cc2O)OCO3)CC1 | 18% | -11% | -5% | -1% | 33
44 | CC(=O)N/N=C/C1=CCC2CC1C2(C)C (stereo unspecified) | 1% | ? | 0% | 12% | -8

item | BLM inh | Pol kappa inh | POLH inh | Pol iota inh
31 | 0% | -13% | -2% | 11%
32 | -3% | -60% | nt | ?
33 | -1% | -4% | 5% | 15%
34 | -3% | -2% | -13% | 7%
35 | 2% | -8% | -20% | 12%
36 | 2% | -14% | -13% | 56%[activator]
37 | nt | 5% | -15% | 26%
38 | -2% | -12% | -5% | 14%
39 | nt | -18% | -5% | -16%
40 | -3% | 1% | 3% | -5%
41 | -4% | -9% | 1% | ?
42 | -1% | -8% | 3% | 14%
43 | -5% | 8% | -17% | -8%
44 | -6% | -12% | -3% | 5%
